# HPDE-C7 viability = HPDE-C7 pancreatic duct cell viability loss – fluorescence, HTS (AID 430); HPDE-C7 pancreatic duct cells viability, fluorescence; higher % means a stronger effect; cytotoxicity, % at 10 µM; hits with a dose series show EC50 in µM; actives 1.8% (n = 63,000);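 also: cells exposed to compound for 48 hours before viability readout; 0% = vehicle and 100% = reference cytotoxic drug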
# HT1080 cytotoxicity = HT1080 cell viability loss – fluorescence readout (AID 620) | HT1080 viability, fluorescence; higher % means a stronger effect | actives 0.42% (n = 87,000) | one-dose cytotoxicity, % at 10 µM; EC50 in µM for titrated hits;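 also: cells exposed to compound overnight then 4 h with Alamar Blue; 0% = vehicle DMSO and 100% = killing control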
# DPM-DC inhibit = blocks S. pneumoniae diphosphomevalonate decarboxylase; calls only at 10 µM; AID 556; purified DPM-DC, PK/LDH coupled NADH fluorescence; actives 0.49% (n = 65,000);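 active = the 320 compounds with the highest percent inhibition in the single-dose primary screen, excluding strongly autofluorescent ones, cut at about 32% in these data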;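 also: kinetic rate of NADH fluorescence loss reporting ADP formed by the decarboxylase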
# Spn MK inh = blocks S. pneumoniae mevalonate kinase | purified MK, PK/LDH-coupled NADH absorbance 340 nm | inhibition, % at 10 µM | actives 0.48% (n = 65,000) | AID 555;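 active = ranked among the strongest by inhibition in the single 10 µM screen, a fixed top-ranked set picked for dose follow-up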; also: no value below 0 was filed
# KRASV12 cytotoxicity = cytotoxicity in KRAS-transformed pancreatic duct cells, primary screen, cell-based, fluorescence, HTS (AID 431) | HPDE-C7K KRASV12 cells, Alamar Blue viability, 48 h; higher % means a stronger effect | one-dose cytotoxicity, % at 10 µM; EC50 in µM for titrated hits | actives 1.7% (n = 63,000);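 active = compounds whose percent cytotoxicity in the single-dose primary screen, scaled between solvent and toxic-drug controls, exceeds 50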;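 also: 0% = DMSO solvent wells and 100% = doxorubicin-treated wells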
# Spn PMK inh = blocks S. pneumoniae phosphomevalonate kinase. actives 0.49% (n = 65,000). purified PMK, PK/LDH-coupled NADH absorbance 340 nm. AID 539. inhibition, % at 10 µM;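 active = top-ranked compounds by inhibition in the single 10 µM screen, taking a fixed number of the strongest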;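 also: 0% = full reaction with DMSO carrier and 100% = background rate without enzyme reaction; no value below 0 was filed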
# LYP phosphatase = inhibition of human PTPN22 tyrosine phosphatase – biochemical, DiFMUP fluorescence, recombinant catalytic domain, 10 µM, primary screen (AID 606); inhibition, % at 10 µM, or IC50 in µM where a hit was titrated; recombinant LYP catalytic domain, DiFMUP fluorescence; higher % means a stronger effect; 52,000 tested, under 10 active;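 active = IC50 under 40 µM in the dose-response test; inactive = IC50 of 40 µM or more, or never dose-tested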
# Bfl-1 displacement = Bfl-1 inhibitors, primary screen, biochemical, fluorescence polarization, FITC-Bid, mouse (AID 432); FITC-Bid BH3 peptide fluorescence polarization displacement; higher % means a stronger effect; displacement, % at 20 µM; hits with a dose series show IC50 in µM; actives 0.02% (n = 64,000); in the data active = a potency from the dose series; inactive = the rest, 99 in 100 with displacement below about 15%; also: strong numbers were not always called active
# TNAP inhibition = inhibition of tissue-nonspecific alkaline phosphatase – biochemical, luminescent (AID 518) | purified TNAP enzyme, luminescent substrate readout; higher % means a stronger effect | actives 0.09% (n = 64,000) | inhibition, % at 20 µM; hits with a dose series show IC50 in µM; in the data active = a potency from the dose series; inactive = the rest, 99 in 100 with inhibition below about 22%;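 also: plate controls were vehicle for no effect and reference inhibitor for full effect; many of its hits are not listed in these tables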
# Spn PMK inh pilot replicates = further read-out of Spn PMK inh, marked with its call; inhibition, %; measured here: pilot screen replicates
# Spn MK inh pilot replicates = second read-out of Spn MK inh, no call of its own (marks repeat the call); inhibition, %; measured here: pilot screen replicates
# DPM-DC inhibit pilot screen % = also measured in DPM-DC inhibit; calls as there; inhibition, %; measured here: pilot screen trials
# Active calls of the source: *; i = inactive; / = no result given. Rule as the data show it, unless noted: active = cytotoxicity above about 50%; inactive = the rest. Random draw from the library; about 3.5% have a hit in one of these screens.
SMILES,HPDE-C7 viability,HT1080 cytotoxicity,DPM-DC inhibit,Spn MK inh,KRASV12 cytotoxicity,Spn PMK inh,LYP phosphatase,Bfl-1 displacement,TNAP inhibition,others
COc1cc(NS(=O)(=O)c2ccc(N)cc2)nc(OC)n1,-5%,/,i,5,-8%,5,/,-1%,13%,Spn PMK inh pilot replicates=2.5;Spn MK inh pilot replicates=0.0;DPM-DC inhibit pilot screen %=1.5
O=C1C2CCCN2C(c2cccc(F)c2)N1c1cccc(Cl)c1 (stereo not drawn),-13%,8%,i,0,-4%,3,0%,3%,6%,
Cc1ccc(SCCNS(C)(=O)=O)cc1,4%,-2%,i,2,8%,0,13%,-7%,7%,
COc1ccc(C(=O)NC2=C(C#N)CCC2)cc1OC,-5%,4%,i,0,-10%,0,-19%,-4%,11%,
O=C(c1ccco1)N(CC1CCCO1)c1nc(-c2ccccc2)cs1 (stereo not drawn),-17%,-28%,i,14,-19%,7,5%,-10%,4%,
CC(=Nc1cccc(O)c1)c1sc2ccccc2c1O,15%,15%,i,i,20%,11,15%,0%,17%,Spn PMK inh pilot replicates=2.5;Spn MK inh pilot replicates=1.0;DPM-DC inhibit pilot screen %=2.5
Cc1cc(C)cc(Nc2ncc3c(n2)CCCC3=O)c1,-6%,-12%,i,8,-7%,4,/,4%,5%,
CS(=O)(=O)N1Cc2ccccc2CC1C(=O)Nc1ccccc1C(N)=O (stereo not drawn),-2%,-15%,i,10,8%,0,4%,-1%,10%,
CC(C)C(=O)N1CCN(C2=NS(=O)(=O)c3ccccc32)CC1,-7%,5%,i,0,-9%,8,12%,-2%,0%,
Cc1nc2ccccc2c2oc(C(=O)Nc3ccc4c(c3)OCCO4)cc12,-4%,3%,/,14,-1%,7,/,4%,11%,
CC(=O)C1=C(O)C(=O)N(CCN(C)C)C1c1ccc(Cl)cc1 (stereo not drawn),3%,0%,i,9,1%,5,/,-7%,4%,
CC(=O)N(CN1C(=O)c2ccccc2C1=O)c1ccccc1,5%,31%,i,10,8%,3,-2%,-7%,11%,
O=C(O)c1cscn1,/,-1%,i,0,/,0,9%,0%,5%,
COc1cccc(C2=NOC(C(=O)NC(C)C)C2)c1 (stereo not drawn),-4%,32%,i,3,-10%,11,7%,4%,9%,
O=C(CNS(=O)(=O)c1ccc(Br)s1)NCC1COc2ccccc2O1 (stereo not drawn),4%,21%,i,1,1%,6,9%,0%,10%,
N#CCCn1nc(-c2ccccc2)cc1-n1c(C(F)(F)F)nc2ccccc21,-2%,-6%,i,2,6%,4,/,0%,-1%,
CCC(=O)Nc1nc2ccccc2n1CCN(C)C,7%,0%,i,4,-5%,2,-10%,-4%,10%,
CC(C)NC(=O)c1ccccc1-c1nc(-c2ccccc2Cl)no1,5%,51%*,i,6,6%,11,-8%,-7%,9%,
CCCCc1nc2ccccc2c(NC(=O)CN2CCN(C)CC2)c1CCC,-6%,/,i,8,-3%,7,/,3%,-2%,
COc1ccc(OC)c(NC(=O)CNC(=O)Cn2cnc3ccccc3c2=O)c1,-6%,3%,i,2,2%,8,3%,-4%,8%,

# Sorted by length of the SMILES (highest first): part of the list above.
SMILES,HPDE-C7 viability,HT1080 cytotoxicity,DPM-DC inhibit,Spn MK inh,KRASV12 cytotoxicity,Spn PMK inh,LYP phosphatase,Bfl-1 displacement,TNAP inhibition,others
N#CCCn1nc(-c2ccccc2)cc1-n1c(C(F)(F)F)nc2ccccc21,-2%,-6%,i,2,6%,4,/,0%,-1%,
CC(C)NC(=O)c1ccccc1-c1nc(-c2ccccc2Cl)no1,5%,51%*,i,6,6%,11,-8%,-7%,9%,
COc1cccc(C2=NOC(C(=O)NC(C)C)C2)c1 (stereo not drawn),-4%,32%,i,3,-10%,11,7%,4%,9%,

# Additional compounds follow.
SMILES,HPDE-C7 viability,HT1080 cytotoxicity,DPM-DC inhibit,Spn MK inh,KRASV12 cytotoxicity,Spn PMK inh,LYP phosphatase,Bfl-1 displacement,TNAP inhibition,others
COc1cccc(-c2nn(C)c3sc(C(=O)N4CCN(c5ccccn5)CC4)cc23)c1,15µM*,1%,i,8,14µM*,3,/,-4%,5%,
CCOc1ccc(Nc2nc(Cc3nnc(SCC(=O)NCC4CCCO4)n3C)cs2)cc1 (stereo not drawn),-5%,1%,i,5,2%,16,2%,1%,-5%,
c1ccc(-c2nc(-n3ccnc3)nc(-n3ccnc3)n2)cc1,20%,6%,i,0,20%,14,/,2%,3%,
COCCn1c(-c2ccc(Cl)cc2)cnc1SCC(=O)NCc1cccs1,-8%,-7%,i,1,-6%,7,/,-2%,0%,
CCOc1ccc(NC(=O)CN2CCC(NC(=O)C3CCCCC3)CC2)cc1,3%,7%,i,0,-5%,10,7%,-5%,20%,
C1CCC(n2nnnc2CN2CCN(C3CCCC3)CC2)CC1,7%,1%,i,0,11%,17,13%,-4%,2%,
O=C(O)c1ccccc1NS(=O)(=O)c1ccc2c3c(cccc13)C(=O)N2,5%,/,i,13,10%,8,/,8%,9%,
COC(=O)c1cccc(N2C(=O)c3ccccc3S2(=O)=O)c1,-16%,-8%,i,0,-26%,5,10%,-5%,10%,
Cc1ccc(-n2nnnc2SCC(=O)N2CCN(C(=O)c3ccco3)CC2)c(C)c1,-29%,-9%,i,0,-20%,10,4%,-3%,12%,Spn PMK inh pilot replicates=1.5;Spn MK inh pilot replicates=1.0;DPM-DC inhibit pilot screen %=4.0
O=C(COc1ncnc2ccccc12)NC(=O)NCc1ccccc1,-1%,-1%,i,5,-1%,13,/,-7%,13%,
COc1cccc(NC(=O)C2CCCN(S(=O)(=O)c3ccc(-n4cnnn4)cc3)C2)c1 (stereo not drawn),2%,10%,i,9,12%,15,19%,-2%,5%,
Cc1cccc2nc(CNc3ccc(F)cc3)cn12,4%,-5%,i,10,4%,11,13%,2%,9%,
COC(=O)C(CC(C)C)NC(=O)c1cc(OC)c(OC)c(OC)c1 (stereo not drawn),-12%,3%,i,2,-1%,6,7%,-3%,0%,
CCOC(=O)N1CCN(C(=O)c2cc3sccc3n2C)CC1,-9%,31%,i,6,-5%,10,2%,0%,-1%,
CCCCS(=O)(=O)Nc1ccc2c(c1)ncn2C1CCCCC1,-4%,0%,i,2,-11%,8,-3%,3%,19%,
O=C(CSc1nnc(-c2cccs2)o1)N1CCc2ccccc21,-9%,2%,i,5,-2%,0,-10%,0%,13%,
CC1CCCCN1CCNC(=O)c1cnn2ccccc12 (stereo not drawn),-6%,0%,i,3,4%,15,0%,1%,0%,
CC(=O)Nc1ccc(S(=O)(=O)Nc2cccc(C(=O)NC(C)(C)C)c2)cc1,/,-5%,i,4,/,0,/,0%,9%,
Cc1ccc(-n2nc3c(c2NC(=O)c2c(-c4ccccc4Cl)noc2C)CSC3)cc1,-7%,3%,i,10,-5%,9,14%,-6%,9%,
COC(=O)c1cccc(Cn2nnc3ccccc3c2=O)c1,-8%,4%,i,0,-10%,12,5%,-6%,12%,
Cc1c(C)c2cc(Cl)c(O)c(CN(C)C)c2oc1=O,7%,5%,/,8,-5%,0,5%,-11%,3%,
CCOC(=O)N1CCC(NC(=O)c2cc3c(-c4ccc(Cl)cc4)nn(C)c3s2)CC1,0%,4%,/,6,-2%,10,7%,-2%,-1%,
CCOC(=O)C1=C(N)Oc2cc(C)n(CCc3ccc(OC)c(OC)c3)c(=O)c2C1c1cccnc1 (stereo not drawn),7%,4%,i,4,-2%,0,/,0%,11%,
CCN(CC)C(=O)CSc1nc2ccccc2c(=O)n1CC1CCCCC1,6%,-2%,i,3,1%,0,/,2%,5%,
CCOC(=O)N1CCN(C(=O)CSc2nnc(COc3ccc(Cl)cc3)o2)CC1,-20%,-4%,i,4,-10%,0,-2%,-2%,4%,
COC(=O)c1ccccc1NC(=O)C1CCCC1,-12%,-7%,i,6,-21%,1,5%,3%,-7%,
COc1cc2nc(C3CC3)n(NC(=O)c3ccc(F)cc3)c(=O)c2cc1OC,-15%,6%,i,8,-6%,6,/,-2%,4%,
CCOc1ccc(C(=O)NCCCn2ccnc2)cc1,-7%,-2%,i,10,15%,9,-24%,-2%,16%,
CC(=O)Oc1cccc(N2C(=O)CC(Nc3ccc(N4CCOCC4)cc3)C2=O)c1 (stereo not drawn),6%,10%,i,0,-6%,7,1%,0%,4%,
O=C1CC(c2nc3ccccc3[nH]2)CN1c1ccccc1 (stereo not drawn),12%,2%,i,9,1%,6,/,12%,2%,
CCCCn1cc(C(C)(C)C)c(C#N)c1NC(C)=O,-8%,0%,i,0,1%,0,2%,-1%,7%,
COc1ccc(CCn2c(C)ccc2C)cc1OC,-11%,-12%,i,8,-9%,7,3%,-2%,9%,
O=C(NCCCN1CCCC1=O)c1cccs1,-4%,2%,i,7,-1%,0,12%,-4%,-7%,
Cc1cc(C)nc(NS(=O)(=O)c2ccc(NC(=O)NC3CCCCC3)cc2)n1,/,6%,i,5,/,5,15%,8%,7%,
CCS(=O)(=O)N1CCCC(C(=O)NCCCOC(C)C)C1 (stereo not drawn),-9%,-3%,i,9,2%,11,6%,-6%,4%,
CCOC(=O)c1cc2sc(C)cc2n1CC(=O)NCCc1ccccc1,-19%,2%,i,5,-11%,16,8%,-8%,4%,
CC(=O)NS(=O)(=O)c1ccc(N)cc1,-14%,-3%,i,4,-25%,0,10%,0%,13%,Spn PMK inh pilot replicates=4.5;Spn MK inh pilot replicates=0.0;DPM-DC inhibit pilot screen %=0.0
O=C(C1CC1)N1CCc2cc(Br)cc(S(=O)(=O)N3CCN(c4ccccn4)CC3)c21,21%,-11%,i,6,29%,10,/,-6%,4%,
CN1CCCCCC1=NC1=C(C#N)CCCC1,-3%,2%,i,0,-9%,10,/,-2%,10%,
Cn1c(Br)nc2c1c(=O)n(CC(O)COc1ccccc1)c(=O)n2C (stereo not drawn),-1%,17%,i,20,1%,9,13%,-4%,7%,
COc1ccc(NC(=O)CSc2nc3sc(C)c(C)c3c(=O)n2Cc2ccco2)cc1,-7%,10%,i,1,-6%,16,/,8%,13%,
Cc1ccc2c(c1)CCCN2C(=O)c1cccs1,0%,4%,i,0,-15%,0,-6%,0%,8%,
COc1cc(OC)c(OC)cc1CNCCNC(=O)c1nonc1N,3%,-2%,i,13,-5%,16,/,2%,17%,
Cc1nc2ccccn2c1-c1csc(NCc2ccco2)n1,-4%,3%,i,0,-2%,0,7%,1%,4%,
CC(O)CNC(=O)C1CCN(Cc2ccc(OCc3ccccc3)cc2)CC1 (stereo not drawn),-22%,-6%,i,34,-19%,1,/,-5%,-5%,
COc1ccc(-c2cnc(N)nc2-c2ccc(OC)cc2O)cc1,-4%,30%,i,0,-1%,2,13%,-18%,8%,
CCCCCCn1c(CN2CCC(C)CC2)nc2c1c(=O)n(C)c(=O)n2C,/,2%,i,5,/,5,-2%,/,/,
C=CCOc1ccc(C2/C(=C(\O)c3c(C)[nH]c(C(=O)OC)c3C)C(=O)C(=O)N2CCN(C)C)cc1 (stereo not drawn),-4%,9%,i,8,-5%,8,-8%,-6%,14%,Spn PMK inh pilot replicates=0.0;Spn MK inh pilot replicates=2.5;DPM-DC inhibit pilot screen %=1.0
CCN(CC)C(=O)CN1CCC(n2c(C)nc3cc(C(F)(F)F)ccc32)CC1,-5%,2%,i,8,-9%,11,-4%,-4%,8%,
